High-throughput results (PubChem)
Growth percent in the NCI-60 one-dose screen (48 h, 10 µM unless noted): 100 = growth as untreated, 0 = no growth, -100 = all killed.
TK-10 – TK-10 renal cancer cells | 81,000 tested, 3.9% active | AID 1794769
DU-145 – DU-145 prostate cancer; 81,000 tested, 4.2% active; AID 1794760
786-0 – 786-0 renal cancer cells; AID 1794775; 81,000 tested, 5.1% active
SF-295 – SF-295 CNS cancer cells. 79,000 tested, 5.6% active. AID 1794758
PC-3 – PC-3 prostate cancer cells | 80,000 tested, 3.9% active | AID 1794754
UO-31 – UO-31 renal cancer. 81,000 tested, 5.2% active. AID 1794768
SN12C – SN12C renal cancer cells; AID 1794767; 81,000 tested, 3.8% active
U251 – U251 CNS tumor cells | 80,000 tested, 5.4% active
SF-539 – SF-539 CNS cancer; 81,000 tested, 6.8% active; AID 1794752
The depositor's hits bear a star; [ ] = another dose, or the depositor's remark. How the source made its calls: active means growth percent below 10; inactive means the rest.

CNC(=O)c1ccccc1C(O)c1ccc(C)cc1 (stereo not drawn) was read as TK-10 106, DU-145 112, 786-0 103, SF-295 98, PC-3 105, UO-31 108, SN12C 97, U251 92 and SF-539 100.
`Cc1ccc(N2C(=N)C(=S)N(c3ccc(C)cc3)C2=O)cc1` gave TK-10 101, DU-145 109, 786-0 106, SF-295 106, PC-3 96, UO-31 84, SN12C 101, U251 94 and SF-539 104.
For N#CCNC(=O)c1ccc(-c2ccnc(Nc3ccc(N4CCOCC4)cc3)n2)cc1 the results were TK-10 -8.5*, DU-145 19, 786-0 4.8*, SF-295 49, PC-3 31, UO-31 -60*, SN12C 32, U251 19 and SF-539 -9.4*.
Screening CC(C)c1nc(N(C)S(C)(=O)=O)nc(-c2ccc(F)cc2)c1/C=C/C(=O)C[C@@H](O)CC(=O)O returned TK-10 88, DU-145 102, 786-0 106, SF-295 103, PC-3 98, UO-31 93, SN12C 110, U251 105 and SF-539 104.
`N#Cc1ccc(OC(=O)Nc2c(Br)cc(Br)cc2Br)cc1` gave TK-10 109, DU-145 111, 786-0 95, SF-295 89, PC-3 92, UO-31 91, SN12C 112 and SF-539 105.
`CCC1COS(=O)(=O)CS(=O)(=O)O1` (stereo not drawn) gave TK-10 92[100 µM], DU-145 115[100 µM], 786-0 99[100 µM], SF-295 98[100 µM], PC-3 91[100 µM], UO-31 93[100 µM], SN12C 96[100 µM], U251 97[100 µM] and SF-539 97[100 µM].
`Clc1ccc2noc(-c3ccccc3)c2c1` gave TK-10 105, DU-145 102, 786-0 104, SF-295 120, PC-3 98, UO-31 90, SN12C 107, U251 103 and SF-539 93.
Screening Cc1cc(=S)n(C)c2ccccc12 returned TK-10 103, DU-145 116, 786-0 95, SF-295 81, PC-3 99, UO-31 64, SN12C 90 and SF-539 94.
O=C(c1ccccc1)N1Cc2cc(-c3ccccc3)nn2[C@H]2CCCCN21 was read as TK-10 100, DU-145 111, 786-0 94, SF-295 101, PC-3 102, UO-31 83, SN12C 98, U251 101 and SF-539 100.
CC(=O)O[C@H](C)[C@@H]1O[C@@H]2CC(=O)O[C@@H]2[C@H]1O was read as TK-10 112, DU-145 111, 786-0 96, SF-295 98, PC-3 99, UO-31 94, SN12C 106, U251 108 and SF-539 91.
For COC(=O)/C=C/CC[C@H](N)C(=O)O the results were TK-10 89[20 µM], DU-145 106[20 µM], 786-0 103[20 µM], SF-295 101[20 µM], PC-3 97[20 µM], UO-31 85[20 µM], SN12C 96[20 µM], U251 97[20 µM] and SF-539 97[20 µM].
COc1cc(NC(C)CCCNC(=O)CCC(=O)NCCCNCCCCCCNCCCNC(=O)CCC(=O)NCCCC(C)Nc2cc(OC)cc3cccnc23)c2ncccc2c1 (stereo not drawn) was read as TK-10 89, DU-145 96, 786-0 102, SF-295 100, PC-3 92, UO-31 89, SN12C 68, U251 64 and SF-539 89.
`CC(C)c1c(Cl)cc(C(C)(C)C)c(O)c1Cl` gave TK-10 124, DU-145 111, 786-0 110, SF-295 107, PC-3 118, UO-31 85, SN12C 99, U251 103 and SF-539 127.
CN1CCN(Cc2ccc(NC(=O)c3cncc(C#Cc4cnccc4C(F)(F)F)c3)cc2C(F)(F)F)CC1 was read as TK-10 109, DU-145 105, 786-0 90, SF-295 89, PC-3 80, UO-31 67, SN12C 76, U251 78 and SF-539 29.
CCNCCNc1cc(-c2ccc(C#N)cc2)c(C#N)c2nc3ccccc3n12 was read as TK-10 82, DU-145 34, 786-0 28, SF-295 -65*, PC-3 45, UO-31 -21*, SN12C 59, U251 -23* and SF-539 -77*.
For Cc1c(C(C)(C(=O)O)c2c(C)n(C)c3ccccc23)c2ccccc2n1C the results were TK-10 103, DU-145 112, 786-0 114, SF-295 86, PC-3 82, UO-31 80, SN12C 108, U251 113 and SF-539 95.
`Cn1c2c(c(=O)n(C)c1=O)C1(C(=O)Nc3ccccc31)c1c(n(C)c(=O)n(C)c1=O)N2` gave TK-10 109, DU-145 100, 786-0 99, SF-295 110, PC-3 97, UO-31 81, SN12C 104, U251 106 and SF-539 104.
Screening O=C(O)CC(c1ccccc1)(c1ccccc1)c1ccccc1 returned TK-10 113, DU-145 104, 786-0 100, SF-295 76, PC-3 82, UO-31 74, SN12C 93, U251 93 and SF-539 97.
CCOC(=O)C(CCC(=O)OC)(CCC(=O)OC)C(=O)OCC was read as TK-10 114, DU-145 111, 786-0 104, SF-295 91, PC-3 106, UO-31 91, SN12C 109, U251 104 and SF-539 97.
O=C(O)c1ccc(-n2cc(C(=O)O)c(-c3cc(C(F)(F)F)cc(C(F)(F)F)c3)n2)cc1 was read as TK-10 89, DU-145 102, 786-0 96, SF-295 92, PC-3 106, UO-31 95, SN12C 101, U251 101 and SF-539 78.

Reprinted at random: 2 records from the list
CN1CCN(Cc2ccc(NC(=O)c3cncc(C#Cc4cnccc4C(F)(F)F)c3)cc2C(F)(F)F)CC1 was read as TK-10 109, DU-145 105, 786-0 90, SF-295 89, PC-3 80, UO-31 67, SN12C 76, U251 78 and SF-539 29.
COc1cc(NC(C)CCCNC(=O)CCC(=O)NCCCNCCCCCCNCCCNC(=O)CCC(=O)NCCCC(C)Nc2cc(OC)cc3cccnc23)c2ncccc2c1 (stereo not drawn) was read as TK-10 89, DU-145 96, 786-0 102, SF-295 100, PC-3 92, UO-31 89, SN12C 68, U251 64 and SF-539 89.

The list goes on:
Screening NC(=NCc1ccccc1)C(N=Nc1ccccc1)C(=O)NCc1ccccc1 (stereo not drawn) returned TK-10 70, DU-145 94, 786-0 92, SF-295 54, PC-3 63, UO-31 68, SN12C 59, U251 27 and SF-539 50.
For CC/C(=C(\c1ccc(O)cc1)c1ccc(OCCN(C)CCN(C)C(=O)CCC(=O)c2c(C)[nH]c(/C=C3\N=C(c4ccc[nH]4)C=C3OC)c2C)cc1)c1ccccc1 the results were TK-10 117, DU-145 47, 786-0 87, SF-295 96, PC-3 61, UO-31 47, SN12C 92, U251 63 and SF-539 63.
For CN1CCN(c2nc(-c3cccc4ccccc34)nc3sc4c(c23)CCCCCC4)CC1 the results were TK-10 113, DU-145 102, 786-0 88, PC-3 57, UO-31 46, SN12C 76, U251 66 and SF-539 86.
Screening COc1cccc(-c2nc3sccn3c2-c2ccnc(NCCCNS(=O)(=O)c3ccccc3)c2)c1 returned TK-10 88, DU-145 42, 786-0 59, SF-295 29, PC-3 16, UO-31 9.4*, SN12C 31, U251 65 and SF-539 73.
`O=Cc1cc(I)c(O)c(I)c1` gave TK-10 113, DU-145 120, 786-0 105, SF-295 112, PC-3 103, UO-31 79, SN12C 106, U251 107 and SF-539 105.
For CCS/C(Nc1ccccc1)=C(\C#N)C(=O)N/N=C/c1ccc(Cl)cc1Cl the results were TK-10 57, DU-145 20, 786-0 32, SF-295 17, PC-3 31, UO-31 42, SN12C 34, U251 19 and SF-539 4.2*.
For N#Cc1ccc(OC(=O)Nc2ccccc2C(F)(F)F)cc1 the results were TK-10 105, DU-145 105, 786-0 102, SF-295 95, PC-3 100, UO-31 86, SN12C 97, U251 106 and SF-539 94.
Screening C=C(C)[C@@H]1CC[C@]2(COCCCNCCCN)CC[C@]3(C)[C@H](CC[C@@H]4[C@@]5(C)CC[C@H](O)C(C)(C)[C@@H]5CC[C@]43C)[C@@H]12 returned TK-10 -86*, DU-145 -81*, 786-0 -81*, SF-295 -85*, PC-3 -74*, UO-31 -93*, SN12C -79*, U251 -73* and SF-539 -96*.
CSc1nc(=S)cc(C)[nH]1 was read as TK-10 124, DU-145 111, 786-0 98, SF-295 103, PC-3 101, UO-31 83, SN12C 98, U251 99 and SF-539 88.
`Oc1ccc(C2=N/C(=N\c3[nH]c(-c4ccc(O)cc4)cc3-c3ccccc3)C(c3ccccc3)=C2)cc1` gave TK-10 112, DU-145 104, 786-0 98, SF-295 103, PC-3 109, UO-31 74, SN12C 103, U251 106 and SF-539 108.
`Cc1ccc(Cl)cc1NC(=O)CCl` gave TK-10 96, DU-145 100, 786-0 81, SF-295 104, PC-3 81, UO-31 91, SN12C 84, U251 67 and SF-539 102.
N=C(N)c1ccc(C(=N)N)cc1 was read as TK-10 120, DU-145 110, 786-0 105, SF-295 109, PC-3 80, UO-31 93, SN12C 103, U251 92 and SF-539 94.
`C=C(C)[C@@H]1CC[C@]2(C(=O)N3CCN(C)CC3)CC[C@]3(C)[C@H](CC[C@@H]4[C@@](C)(CCC(=O)N5CCN(C)CC5)[C@H](C(=C)C)CC[C@]43C)[C@@H]12` gave TK-10 106, DU-145 87, 786-0 90, SF-295 56, PC-3 52, UO-31 57, SN12C 86, U251 76 and SF-539 103.
Screening COCc1cc(C(C)(C)C)ccc1O returned TK-10 92, DU-145 103, 786-0 97, SF-295 95, PC-3 91, UO-31 92, SN12C 99, U251 96 and SF-539 103.
CC1(C)O[C@@H]2CC3C4CCC5=CC(=O)CCC5(C)C4(F)C(O)CC3(C)[C@]2(C(=O)CCl)O1 (stereo partly drawn) was read as TK-10 110, DU-145 94, 786-0 105, SF-295 100, PC-3 86, UO-31 65, U251 103 and SF-539 103.
`CCN(CC)CCCOC(=O)c1cc2ccccc2s1` gave TK-10 107, DU-145 102, 786-0 100, SF-295 99, PC-3 97, UO-31 94, SN12C 103, U251 100 and SF-539 103.
`c1cc(-n2nnc3cnccc32)ccn1` gave TK-10 96, DU-145 127, 786-0 93, SF-295 99, PC-3 102, UO-31 85, SN12C 96, U251 102 and SF-539 105.
COc1cc2c(c(OC)c1OC)C(=O)CC(c1cccc(NC(=O)c3cccc(Cl)c3)c1)O2 (stereo not drawn) was read as TK-10 93, DU-145 84, 786-0 97, SF-295 86, PC-3 57, UO-31 65, SN12C 77, U251 83 and SF-539 94.
`CNC(=O)c1cccnc1` gave TK-10 103, DU-145 116, 786-0 100, SF-295 100, PC-3 97, UO-31 85, SN12C 111, U251 92 and SF-539 100.
For O=Cc1ccc([N+](=O)[O-])s1 the results were TK-10 112, DU-145 110, 786-0 108, SF-295 107, PC-3 93, UO-31 90, SN12C 84, U251 90 and SF-539 87.
For CC(=O)c1cc(C(=O)N2c3ccccc3Sc3ccccc32)n2c1ccc1ccccc12 the results were TK-10 107, DU-145 75, 786-0 61, SF-295 41, PC-3 46, UO-31 65, SN12C 87, U251 49 and SF-539 69.
NC(=O)C1CCCCC1C(N)=O (stereo not drawn) was read as TK-10 103, DU-145 111, 786-0 109, SF-295 107, PC-3 92, UO-31 85, SN12C 109, U251 106 and SF-539 106.
`CC(=O)C1CCC2C3CC(F)C4=CC(=O)CCC4(C)C3C(O)CC12C` (stereo not drawn) gave TK-10 122, DU-145 110, 786-0 96, SF-295 98, PC-3 91, UO-31 76, SN12C 92, U251 104 and SF-539 101.
`CCC(C)/C=C(C)/C=C/C(=O)C1C(=O)NC(C(O)c2ccc(O)cc2)C1=O` (stereo not drawn) gave TK-10 103, DU-145 99, 786-0 106, SF-295 123, PC-3 103, UO-31 69, SN12C 105, U251 100 and SF-539 99.
`CCc1cc2ccccc2oc1=O` gave TK-10 110, DU-145 104, 786-0 104, PC-3 100, UO-31 97, SN12C 109, U251 100 and SF-539 106.
`O=C(O)c1ccnc(C(=O)O)c1` gave DU-145 108, SF-295 100, PC-3 102, UO-31 92, SN12C 104, U251 102 and SF-539 103.
O=C1OCC/C1=C1/NCCNC1=O was read as TK-10 113, DU-145 120, 786-0 108, PC-3 101, UO-31 93, SN12C 101, U251 98 and SF-539 98.
O=c1[nH]c(-c2ccncc2)nc2sc3c(c12)CCCCCC3 was read as DU-145 77, 786-0 80, SF-295 53, PC-3 90, UO-31 70, SN12C 78, U251 72 and SF-539 83.
CCOC(=O)Cn1c(=O)c2c3ccccc3n(C)c2n2nnc(-c3ccccc3)c12 was read as TK-10 129, DU-145 92, 786-0 98, SF-295 115, PC-3 76, UO-31 81, SN12C 82, U251 88 and SF-539 91.
For Cc1ccsc1[C@@H]1C[C@@H]2Cc3ccccc3N1O2 the results were TK-10 98, DU-145 101, 786-0 107, SF-295 89, PC-3 98, UO-31 87, SN12C 108, U251 98 and SF-539 79.
`COc1ccc(Nc2nn3c(=O)c4cc(SC)ccc4nc3s2)cc1` gave TK-10 90, DU-145 87, 786-0 95, SF-295 98, PC-3 96, UO-31 95, U251 91 and SF-539 91.
Nc1cccc2cccc([N+](=O)[O-])c12 was read as TK-10 109, DU-145 118, 786-0 100, SF-295 96, PC-3 103, UO-31 75, SN12C 107, U251 101 and SF-539 113.
Screening Cc1ccc2nc(-c3ccc(N=Cc4ccccc4O)cc3)sc2c1 returned TK-10 139, DU-145 97, 786-0 77, SF-295 109, PC-3 85, UO-31 60, SN12C 90, U251 92 and SF-539 89.
CCN1C(=O)N(CC)C2C1NN=c1s/c(=C\c3ccccc3Br)c(=O)n12 (stereo not drawn) was read as TK-10 71, DU-145 11, 786-0 17, SF-295 10.0*, PC-3 23, UO-31 36, SN12C 25, U251 5.6* and SF-539 -16*.

Entries shown so far containing a cyano group:
For N#CCNC(=O)c1ccc(-c2ccnc(Nc3ccc(N4CCOCC4)cc3)n2)cc1 the results were TK-10 -8.5*, DU-145 19, 786-0 4.8*, SF-295 49, PC-3 31, UO-31 -60*, SN12C 32, U251 19 and SF-539 -9.4*.
`N#Cc1ccc(OC(=O)Nc2c(Br)cc(Br)cc2Br)cc1` gave TK-10 109, DU-145 111, 786-0 95, SF-295 89, PC-3 92, UO-31 91, SN12C 112 and SF-539 105.
CCNCCNc1cc(-c2ccc(C#N)cc2)c(C#N)c2nc3ccccc3n12 was read as TK-10 82, DU-145 34, 786-0 28, SF-295 -65*, PC-3 45, UO-31 -21*, SN12C 59, U251 -23* and SF-539 -77*.
For CCS/C(Nc1ccccc1)=C(\C#N)C(=O)N/N=C/c1ccc(Cl)cc1Cl the results were TK-10 57, DU-145 20, 786-0 32, SF-295 17, PC-3 31, UO-31 42, SN12C 34, U251 19 and SF-539 4.2*.
For N#Cc1ccc(OC(=O)Nc2ccccc2C(F)(F)F)cc1 the results were TK-10 105, DU-145 105, 786-0 102, SF-295 95, PC-3 100, UO-31 86, SN12C 97, U251 106 and SF-539 94.
